Assay outcomes: PubChem, National Center for Advancing Translational Sciences (NCATS)
D1 potentiator: enhances dopamine response at the human D1 receptor | P21728 | potentiation, % at 10 µM | 360,000 tested, 0.036% active | AID 504651 | HEK293 TREx D1 cells, calcium flux, dopamine EC20 potentiation; in the data active = potentiation above about 30%; also: 0% is about no effect
D1 agonist: agonists of human D1 dopamine receptor. 360,000 tested, 1% active. P21728. HEK293 T-REx D1 cells, calcium flux, agonist mode. AID 504660. activation, % at 2 µM; in the data active = activation above about 30%; also: 0% is about no effect
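Agonism was scored from calcium flux recorded over 180 s (1 read/s) after pintool compound addition, following a 10-cycle baseline. Cells were inducible force-coupled HEK293 TREx D1, plated overnight at 30 C and loaded with no-wash calcium dye.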
D2 PAM: positively modulates the human D2 dopamine receptor allosterically | AID 485347 | 340,000 tested, 0.34% active | potentiation, % at 10 µM | HEK293 T-REx D2, calcium flux, EC20 dopamine potentiation | P14416;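 active = potentiation over 3 SD above the plate norm, cut at about 30% in these data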; also: 0% is about no effect
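Potentiation of an EC20 dopamine calcium response measured kinetically over 180 s, after a preceding 180 s compound-only read flagging agonists. Cells: inducible Hek293 Trex D2 line, 4000/well, cultured overnight at 30 C before dye loading.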
Vif-APOBEC3F blk: inhibitors of Vif-A3F interaction; HeLa A3F-eYFP + Vif (tagged APOBEC3F with the HIV-1 protein that degrades it), YFP fluorescence increase; Potency, µM (highest dose often 46.1 µM), inactives show at the highest dose activity, negative = active; 390,000 tested, 0.2% active; AID 602313; also: potency is read from the fitted curve at half-maximal effect; % of control where 0% means no effect; nearly all actives have a fitted effect of over 65% in size
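Fluorescence increase (Ex 488/Em 500-530) after overnight compound treatment at 37 deg C flags inhibition of Vif-driven A3F-eYFP loss in stable HeLa A3F-eYFP/Vif cells seeded overnight beforehand.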
RXFP1 ag: activates the human relaxin receptor RXFP1. Q9HBX9. HEK293T-RXFP1 cAMP TR-FRET, 30 min; response scale: percent of porcine relaxin response, buffer zero. Potency, µM (top dose mostly 57.5 µM), for the others: top-dose activation, actives largely listed as activators. 370,000 tested, 0.3% active. AID 2676; also: potency is read from the fitted curve at half-maximal effect; % is scaled to controls: 0 for no effect and ±100 for the full control effect; nearly all actives have a fitted effect of over 60% in size; many of its hits are not listed in these tables
Target sequence (Q9HBX9 whole entry, looked up): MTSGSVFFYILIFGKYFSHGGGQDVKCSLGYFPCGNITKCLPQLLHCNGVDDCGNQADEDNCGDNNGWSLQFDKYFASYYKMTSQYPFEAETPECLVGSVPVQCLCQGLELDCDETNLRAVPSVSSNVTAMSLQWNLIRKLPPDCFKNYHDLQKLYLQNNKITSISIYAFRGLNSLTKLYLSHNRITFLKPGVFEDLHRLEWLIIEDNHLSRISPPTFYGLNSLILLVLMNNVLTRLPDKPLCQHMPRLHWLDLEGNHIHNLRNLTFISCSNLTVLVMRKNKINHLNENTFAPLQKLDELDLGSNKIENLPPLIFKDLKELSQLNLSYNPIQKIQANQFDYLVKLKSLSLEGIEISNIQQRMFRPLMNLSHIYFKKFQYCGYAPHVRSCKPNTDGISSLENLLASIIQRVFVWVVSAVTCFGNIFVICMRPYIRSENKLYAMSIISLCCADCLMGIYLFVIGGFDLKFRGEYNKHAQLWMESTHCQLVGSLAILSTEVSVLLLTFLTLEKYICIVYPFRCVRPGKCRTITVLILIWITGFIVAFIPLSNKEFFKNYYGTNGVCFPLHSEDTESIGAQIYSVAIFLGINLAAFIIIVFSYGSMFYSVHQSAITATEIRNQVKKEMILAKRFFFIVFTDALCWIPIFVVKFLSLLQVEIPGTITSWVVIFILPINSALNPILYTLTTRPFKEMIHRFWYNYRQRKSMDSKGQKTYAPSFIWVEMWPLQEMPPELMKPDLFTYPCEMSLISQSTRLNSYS
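cAMP rise read by TR-FRET after 30 min, 37C compound exposure (up to 58 uM) in RXFP1-transfected HEK293 cells with Ro 20174 present. EC50 from Hill-equation fits, with 29 nM porcine relaxin as 100% and buffer as basal.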
D1 antagonist: human D1 dopamine receptor antagonism; P21728; HEK293 TREx D1 cells, calcium flux, dopamine EC80; stronger effect = lower value; activity change, negative = inhibition, % at 10 µM; 360,000 tested, 3.2% active; AID 504652; in the data active = activity change below about -30%; also: % is scaled to controls: 0 for no effect and ±100 for the full control effect
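Antagonism measured as reduced calcium response to an EC80 dopamine addition following 180 s compound pre-read; cells were inducible HEK293 Trex D1 plated overnight at 30 C, read kinetically at 1 cycle/sec.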
Glioma ERSR ind: inducers of ER stress response in human glioma cells; U87-MG GRP78 promoter luciferase reporter, 16 h; Potency, µM, without a hit: top-dose activation, usual class: activators; 420,000 tested, 0.02% active; also: potency is read from the fitted curve at half-maximal effect; series mostly up to about 76 µM; % of control where 0% means no effect; nearly all actives have a fitted effect of over 35% in size
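Stably transfected U87-MG human glioma cells carrying a GRP78-based luminescent sensor were seeded at 1000 cells/well, pin-dosed with compounds and incubated 16 h. Luciferase reagent was then added, and end-point luminescence was read after 10 min at room temperature.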
LDHA inh: LDHA (human) enzyme inhibition. P00338. purified LDHA, NADH/diaphorase-resazurin fluorescence; stronger effect = lower value. activity change, % (values are at about 110 or 230 µM). 480,000 tested, 0.15% active; in the data active = activity change below about -30%; inconclusive = mostly about -25% to -30%;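 also: plate controls were DMSO wells for no effect and wells without enzyme for full effect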
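Remaining NADH was detected by diaphorase (0.133 mg/mL) converting 37 µM resazurin to fluorescent resorufin, read at 0 and 20 minutes. The preceding 5-minute room-temperature reaction used 2 nM LDHA, 0.2 mM sodium pyruvate and 0.06 mM NADH at pH 7.4.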
Vif-A3G inh: inhibitors of Vif-APOBEC3G interaction. Q9HC16. HeLa A3G-eYFP + Vif (tagged APOBEC3G with the HIV-1 protein that degrades it), YFP fluorescence, overnight. Potency, µM (highest dose often 46.1 µM), for the others: at the top dose activity, negative = active, hits mostly inhibitors. 410,000 tested, 0.076% active. AID 602310;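 also: potency is read from the fitted curve at half-maximal effect; % is scaled to controls: 0 for no effect and ±100 for the full control effect; nearly all actives have a fitted effect of over 60% in size; hits raise eYFP signal because A3G escapes Vif-driven loss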
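Read-out is eYFP fluorescence (Ex 488/Em 500-530) from Vif-expressing HeLa A3G-eYFP cells; more signal means A3G escaped Vif-mediated degradation. Cells plated overnight, compound pinned in, incubated overnight at 37 deg C.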
An asterisk follows results filed as active; ? = inconclusive; nt = no result given; & = joins results of further samples. Unless noted, calls follow the shape of the dose curve; as a rule, active = well fitted curve in the direction sought with a large enough effect; inconclusive = small, poorly fitted or top-dose-only effect, or another doubt; inactive = no such curve, though single readings can be large; an effect the other way counts as inactive or inconclusive. Only part of the results is shown (hit frequency here may not be typical).

SMILES	D1 potentiator	D1 agonist	D2 PAM	Vif-APOBEC3F blk	RXFP1 ag	D1 antagonist	Glioma ERSR ind	LDHA inh	Vif-A3G inh
CC(=O)c1cccc(NC(=O)c2ccc3c(c2)CCN3S(=O)(=O)c2ccccc2)c1	-4&-1	3&3	9&-11	5%&0%	0.4%&-1.3%	-11&-14	-2%&2%	-17&-2	4%&4%
CCCCCCSc1cccc(-c2nc3ccc(C)cn3c2NC2CCCCC2)c1	9	4	6	-28%	25%	9	-1%	-8	-3%
Cc1cc(=O)oc2cc(NC(=S)NNC(=O)c3c(Cl)cnn3C)ccc12	-7	0	-5	2%	0.6%	-5	-3%	1	-8%
CC(C)Cc1n[nH]c(=O)c2c1nnn2Cc1ccccc1F	-1	4	11	2%	-2.8%	-4	-3%	-3	-1%
C=CCNC(=O)c1onc(CSc2ccc(F)cc2)c1C(=O)O	-4	-2	8	1%	0.0%	-34*	-4%	0	-7%
Cc1cccc(-c2nnc(SCC(=O)N3CCCC3)o2)c1	2	3	8	1%	1.1%	-3	-3%	-10	0%
Cc1cccc(NC(=O)CCCC(=O)OC(C)C(=O)c2ccccc2)c1 (stereo not drawn)	-9	5	-1	-9%	0.4%	-11	-4%	-5	1%
COc1ccc(-c2nn(C)c3sc(C(=O)Nc4cc(OC)c(OC)c(OC)c4)cc23)cc1OC	3	-2	16	0%	1.5%	9	15%	-3	?
O=C(NC1CCCC1)C1C2C=CC3(CN(Cc4cccs4)C(=O)C13)O2 (stereo not drawn)	-4	-3	4	-2%	2.2%	18	-2%	-5	4%
CC(C)c1nnc2c(N(C)S(=O)(=O)c3ccccc3)nc3ccccc3n12	-1	-1	-1	-5%	1.5%	2	-3%	1	2%

The final three entries of the section before are carried over, then new ones follow.
SMILES	D1 potentiator	D1 agonist	D2 PAM	Vif-APOBEC3F blk	RXFP1 ag	D1 antagonist	Glioma ERSR ind	LDHA inh	Vif-A3G inh
COc1ccc(-c2nn(C)c3sc(C(=O)Nc4cc(OC)c(OC)c(OC)c4)cc23)cc1OC	3	-2	16	0%	1.5%	9	15%	-3	?
O=C(NC1CCCC1)C1C2C=CC3(CN(Cc4cccs4)C(=O)C13)O2 (stereo not drawn)	-4	-3	4	-2%	2.2%	18	-2%	-5	4%
CC(C)c1nnc2c(N(C)S(=O)(=O)c3ccccc3)nc3ccccc3n12	-1	-1	-1	-5%	1.5%	2	-3%	1	2%
Cc1ccc2ncc(C(=O)NCc3ccccc3Cl)c(=O)n2c1	-5	-1	1	1%	17%	13	-3%	-11	-1%
Cc1cc(C(=O)CSc2nc(N)cc(=O)[nH]2)c(C)n1CCc1ccc(F)cc1	2	4	-6	0%	-0.3%	3	4%	-2	8%
Fc1ccc(-c2nn3c(C4COc5ccccc5O4)nnc3s2)cc1 (stereo not drawn)	-1	-1	-2	-10%	1.0%	2	3%	-8	3%
NC(=O)C1CCN(C(=O)c2ccc(NS(=O)(=O)c3ccc(Br)s3)cc2)CC1	2	2	7	-35%	-1.3%	3	-5%	3	0%
COC(=O)N(C)C[C@@H]1OCc2cn(nn2)CCCC(=O)N([C@@H](C)CO)C[C@H]1C	nt	nt	nt	0%	nt	nt	-6%	-2	-6%
COc1ccccc1NC(=O)CN(Cc1ccco1)C(=O)c1ccc(=O)[nH]c1	-2	0	-5	-7%	5.0%	2	-2%	-4	0%
COc1cc([C@H]2Oc3c(OC)cc(CCCO[C@@H]4O[C@H](CO)[C@@H](O)[C@H](O)[C@H]4O)cc3[C@@H]2CO)ccc1O	3	7	-18	-10%	0.8%	19	-2%	8	-3%
CCOC(=O)N1CCN(C(=O)Cn2ncn3nc(-c4cccs4)cc3c2=O)CC1	-3	-3	11	-17%	4.0%	14	-2%	-10	1%
CCN1CCOC(=O)C1CC(=O)Nc1cc(Cl)ccc1OC (stereo not drawn)	2	-1	-4	5%	1.3%	1	-4%	-3	-4%
O=C(NCC1CCOCC1)c1cc(COc2ccc(F)cc2F)on1	-3	-1	-7	3%	-0.2%	-2	-1%	-17	0%

Among those listed so far, these contain an aryl thioether with sulfur outside any ring:
SMILES	D1 potentiator	D1 agonist	D2 PAM	Vif-APOBEC3F blk	RXFP1 ag	D1 antagonist	Glioma ERSR ind	LDHA inh	Vif-A3G inh
CCCCCCSc1cccc(-c2nc3ccc(C)cn3c2NC2CCCCC2)c1	9	4	6	-28%	25%	9	-1%	-8	-3%
C=CCNC(=O)c1onc(CSc2ccc(F)cc2)c1C(=O)O	-4	-2	8	1%	0.0%	-34*	-4%	0	-7%
Cc1cccc(-c2nnc(SCC(=O)N3CCCC3)o2)c1	2	3	8	1%	1.1%	-3	-3%	-10	0%
Cc1cc(C(=O)CSc2nc(N)cc(=O)[nH]2)c(C)n1CCc1ccc(F)cc1	2	4	-6	0%	-0.3%	3	4%	-2	8%

The listing continues.
SMILES	D1 potentiator	D1 agonist	D2 PAM	Vif-APOBEC3F blk	RXFP1 ag	D1 antagonist	Glioma ERSR ind	LDHA inh	Vif-A3G inh
Cc1ccccc1-n1c(C)nnc1SCC(=O)NC1CCCc2ccccc21 (stereo not drawn)	-3	0	2	-13%	-3.7%	-4	-3%	-8	-1%
COc1ccc(CN2CCC3CC2c2cc(Cl)ccc23)cc1 (stereo not drawn)	nt	nt	nt	-4%	nt	nt	-4%	1	-10%
O=C(CCc1ccccc1)N1CCN(c2ccc(F)cc2)CC1	0	1	5	-2%	4.8%	-9	0%	-2	0%
Clc1cccc(NCc2nnc(SCc3ccc(Cl)cc3Cl)o2)c1	8	1	3	-19%	1.0%	5	-6%	-4	-8%
CC(=O)c1ccc(NC(=O)c2cc3ccccc3o2)cc1	-1	1	1	5%	3.6%	-17	0%	-1	-1%
COc1ccc(OCc2nc(-c3ccc(OC)c(OC)c3)no2)cc1	-3	13	nt	-20%	0.2%	-13	0%	-4	3%
CC(C)Oc1ccccc1/C=N/NC(=O)C1CC1	nt	nt	nt	-11%	nt	nt	-5%	-1	-8%
Cc1cc(NC(=O)/C=C/c2ccccc2Cl)n(-c2nc3ccccc3[nH]2)n1	-6	5	-6	?	0.0%	-2	-1%	-4	-6%
Cc1cccc(N2CCN(C(=O)CCn3c(=S)[nH]c4cc5c(cc4c3=O)OCO5)CC2C)c1 (stereo not drawn)	-4	0	nt	-10%	0.1%	-1	-4%	-3	0%
Cc1ccc(Cn2c(C)c3cnn(CC(=O)O)c(=O)c3c2C)cc1	-2	0	7	nt	0.0%	3	nt	3	nt
COc1cccc(CNC(=O)CSc2ccc(-c3ccncc3)nn2)c1	-1	-3	-2	nt	1.3%	21	nt	nt	nt
CC(C)CCn1c(SCc2ccc(F)cc2Cl)nc2ccsc2c1=O	-2	3	9	-2%	2.0%	17	-4%	-3	-7%
Cc1noc(C)c1S(=O)(=O)N(C)CC(=O)NCc1ccccc1	2	4	5	1%	0.4%	0	-4%	-3	0%
O=C(CNc1ccc(Br)cc1)Nc1cccc(S(=O)(=O)N2CCCC2)c1	-3	7	10	-16%	1.8%	-13	3%	-1	0%
CN(Cc1ccc(OC(F)F)cc1)C(=O)c1cccc(S(=O)(=O)N2CCN(Cc3ccccc3)CC2)c1	nt	nt	nt	4%	nt	nt	-1%	1	0%
Cc1cc(NC(=O)CSc2nnc(-c3ccccc3)n2C)no1	-1	0	nt	-1%	0.3%	-4	-6%	-6	1%
NS(=O)(=O)c1ccc(CCNC(=O)CN2CCN(c3ccc(F)cc3)CC2)cc1	2	5	4	1%	2.1%	-9	-3%	1	3%
O=C(CCN1C(=O)[C@@H]2Cc3ccccc3CN2C1=O)NCc1ccccc1Cl	2	-1	2	0%	1.5%	-4	-5%	-2	4%
C/C(=N\Nc1nc2ccccc2nc1C)c1ccccc1O	-11	1	-2	-26%	-0.9%	-8	0%	-2	2%
CCC(Sc1nc(N)cc(=O)[nH]1)C(=O)NC(C(=O)OC)c1ccccc1 (stereo not drawn)	2	0	0	nt	0.7%	3	-4%	-2	0%
N/C(COc1ccc(F)cc1)=N\NC(=O)c1cccnc1Oc1ccccc1	-2	3	-5	nt	-4.1%	1	-2%	6	1%
Cc1noc(C)c1S(=O)(=O)Nc1ccc(C(=O)N2CCN(c3cccc(Cl)c3)CC2)cc1	-3	3	-15	6%	0.1%	-6	0%	4	0%
COc1cc([N+](=O)[O-])ccc1NC(=O)COC(=O)c1ccc(NC(N)=O)cc1	-6	3	6	-20%	-0.6%	5	-3%	-3	-7%
Cc1nc2cc(C(F)(F)F)ccc2n1C	-1	1	1	-3%	-1.1%	4	-3%	-5	-1%
O=C(O)CSc1nc2ccc(Cl)cc2[nH]1	1	4	6	11%	-0.1%	7	-3%	-7	1%
COc1cc(C2C(C(=O)Nc3ccccc3)=C(C)Nc3nc(SCC(=O)c4ccc(C)cc4)nn32)ccc1O (stereo not drawn)	-2	2	7	-2%	1.7%	7	-4%	6	1%
COc1ccc(N2CCN(C(=O)COC(=O)c3cnccn3)CC2)cc1	-1	2	-6	0%	0.0%	-6	-2%	0	0%
CC(C)COC(=S)Nc1ccccc1	-2	0	2	-2%	0.2%	-10	4%	-3	-5%
O=C1c2ccccc2C(=O)N1Cc1cc(Cl)c(O)c([N+](=O)[O-])c1	2	4	nt	7%	8.7%	3	-3%	-2	0%
O=c1[nH]c2ccccc2nc1/C=C/c1ccc(O)cc1	-5	45*	3	3%	3.1%	1	0%	0	-6%
NC(=O)C1CCN(C(=O)c2cc(S(=O)(=O)N3CCN(c4ccccc4)CC3)ccc2Cl)CC1	nt	nt	nt	-13%	nt	nt	-6%	0	1%
O=C(Cc1ccc(Cl)cc1)Nc1ccc(N2CCN(C(=O)c3ccco3)CC2)c(Cl)c1	-1	8	6	5%	0.0%	0	-4%	-7	4%
Cn1c(O)c(N=NC(=O)c2cccc(S(=O)(=O)N3CCCCC3)c2)c2ccccc21	-5	-2	5	-19%	2.9%	1	-3%	-4	0%
